Source: PubChem
LMNA splice mod: qHTS Assay for Modulators of Lamin A Splicing | HeLa LMNA splicing GFP/RFP minigene ratio, 48 h | Potency, µM (titrated, usually from 46.1 µM), for inactives: at the top dose ratio change, negative = inhibition, usual class: inhibitors | actives 0.01% (n = 200,000) | AID 1487, 2009; active = well fitted inhibition curve with a large enough effect in the signal ratio, with a control signal flat, not every such curve was filed as active; inconclusive = small, poorly fitted or top-dose-only effect, or effect the other way, or a change in a side signal; the % refers to the signal ratio
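S3 HeLa cells stably expressing lamin A-EGFP splicing minigene plus DsRed2, 600 cells/well, 48 h compound exposure at 37C. Laser-scanning cytometry; analysed as GFP (500-530 nm)/RFP (575-640 nm) total intensity ratio; 0.5% DMSO vehicle.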
Starred values were filed as active, the others as inactive; u = inconclusive; [ ] = remark or other dose. % is set by controls: 0 for no effect and ±100 for the full control effect; potency is the fitted concentration of half-maximal effect. Some of the compounds tested; rates above refer to the full screens.

LMNA splice mod	compound
-12%[46 µM]	COc1ccccc1NC(=O)C(=O)NCC(c1ccc2c(c1)OCO2)N1CCOCC1 (stereo unspecified)
-19%[46 µM]	O=C(CSc1nc2c([nH]c3ccccc32)c(=O)n1-c1ccccc1)N1CCCCC1
6%[46 µM]	CC1=C(C(=O)Nc2cccc(F)c2)C2(CCCCCC2)OC1=O
-9%[46 µM]	CCOC(=O)Cn1c(=O)n(CC2CCCO2)c2nc(-c3cc(OC)ccc3OC)nc(C(N)=O)c21 (stereo unspecified)
2%[46 µM]	COc1cc(NC(=O)CCc2c(C)nn(-c3ccc(N4CCCCC4)nn3)c2C)cc(OC)c1OC
-4%[46 µM]	COCCNC(=O)Cc1ccc(NC(=O)N2CCCCc3ccccc32)cc1
21%[46 µM]	COc1ccc(CCNC(=O)CCn2c(=O)c3cccn3c3ccc(F)cc32)cc1OC
u	COc1cc(C(=O)N2CCc3c([nH]c4ccccc34)C2c2ccc(C)cc2)cc(OC)c1OC (stereo unspecified)
-4%[46 µM]	CCN1C(=O)c2ccccc2Sc2ccc(NC(=O)c3ccc(Cl)cc3)cc21
u	CCC(C)n1c(SCc2ccc(F)cc2Cl)nc2ccsc2c1=O (stereo unspecified)
-19%[46 µM]	COc1cccc(CNc2ncnc3onc(C)c23)c1
-39%[46 µM]	CCc1ccc(OCc2nc(-c3ccc(OC)cc3)no2)c(Br)c1
3%[46 µM]	Cc1ccc(CNC(=O)C(=O)NCC(c2ccco2)S(=O)(=O)c2cccs2)cc1 (stereo unspecified)
4%[46 µM]	CCc1ccc(C2C(C(=O)Nc3ccccc3OC)=C(C)Nc3c(C(=O)Nc4ccc(C)cc4)cnn32)cc1 (stereo unspecified)
-11%[46 µM]	O=C(OCc1cc(=O)n2nc(C3CC3)sc2n1)c1cccc(NC(=O)c2ccccc2Cl)c1
0%[46 µM]	COc1ccc(CNC(=O)C(=O)NCC(c2cccnc2)N2CCN(c3ccccc3F)CC2)cc1 (stereo unspecified)
10%[46 µM]	Cc1ccc(-n2nc(C)c3c(C(=O)Nc4ccc(Br)c(C)c4)cc(C)nc32)cc1
4%[46 µM]	CCc1ccccc1NC(=O)CC(C)S(=O)(=O)c1ccc2c(c1)NC(=O)CO2 (stereo unspecified)
-1%[46 µM]	CCCNC(=O)Cn1nc(-c2ccc(F)cc2)c2cnc3ccc(F)cc3c21
-5%[46 µM]	CC1=C(C(=O)Nc2ccccc2C)C(c2cccs2)n2nc(SCc3cc(C)ccc3C)nc2N1 (stereo unspecified)
u	CCOC(=O)c1c(S(=O)(=O)N2CCCC(C(=O)NCc3ccccc3OC)C2)c(C)n(C)c1C (stereo unspecified)
-16%[46 µM]	CCCOc1ccc(-c2nc(SC)[nH]c(=O)c2C#N)cc1OC
2%[46 µM]	Cc1c(CCNC(=O)c2ccc(C(F)(F)F)cc2)sc2nc(-c3ccc(F)cc3)nn12
-4%[46 µM]	CCS(=O)(=O)c1ccccc1C(=O)N(Cc1cccnc1)c1nc2cc(C)c(C)cc2s1
6%[46 µM]	COc1cccc(N2CCN(S(=O)(=O)c3cn(C)c(C)n3)CC2)c1
u	CCOc1ccccc1CN1CCc2nc(Nc3ccc4c(c3)OCCO4)ncc2C1
-7%[46 µM]	Cc1cccc(C(=O)NNc2ncnc3c2cnn3-c2ccc(C)c(Cl)c2)c1
-2%[46 µM]	COc1ccc(NC(=O)c2cc(S(=O)(=O)N3CCOCC3)ccc2OC)cc1
-19%[46 µM]	Cc1cccc(Cn2c(SCc3ccc(C(=O)NCc4ccccc4F)cc3)nc3cccnc32)c1
17%[46 µM]	CCOc1ccc(C2c3c(oc4ccc(C)cc4c3=O)C(=O)N2CCCN(C)C)cc1 (stereo unspecified)
u	O=C(CSc1nc2c([nH]c3ccccc32)c(=O)n1-c1ccc(Cl)cc1)N1CCCCCC1
u	CCN(CC)C(=O)Cn1c(SCC(=O)Nc2ccc(C)c(C)c2)nc2ccccc21
5%[46 µM]	COc1ccc(S(=O)(=O)NCCS(=O)(=O)N2CCN(c3ccccc3)CC2)cc1C
17%[46 µM]	Cc1ccc(-c2nc(C)c(CCNC(=O)C(=O)Nc3cc(C)ccc3C)s2)cc1
u	COc1ccc(S(=O)(=O)c2c(O)c3ccc(C(=O)Nc4ccccc4)cc3[nH]c2=O)cc1
-13%[46 µM]	O=C(c1ccc2c(c1)N(Cc1cccc(Cl)c1)C(=O)c1ccccc1S2(=O)=O)N1CCCCC1
-2%[46 µM]	CC1CCN(C(=O)c2cnn(-c3cccc(Cl)c3)c2C2CCN(C(=O)OC(C)(C)C)CC2)CC1
-13%[46 µM]	COc1ccc(CCNC(=O)c2nc(-c3ccc(Cl)cc3)n3c2CCCCC3)c(OC)c1
12%[46 µM]	Cc1ccc(S(=O)(=O)c2cn(Cc3ccccc3)c3cc(N4CCCC4)c(F)cc3c2=O)cc1C
6%[46 µM]	COc1ccc(NC(=O)CCS(=O)(=O)c2cc(Br)cc3c2N(C(C)=O)CC3)c(OC)c1
-10%[46 µM]	COc1ccc(C)cc1NC(=O)c1cc(S(=O)(=O)NC2CCCCCC2)ccc1F
u	CCc1ccc(S(=O)(=O)c2cn(C)c3cc(N4CCC(C)CC4)c(F)cc3c2=O)cc1
u	CCN(CC)CCCNC(=O)c1nn(C)c2c1CS(=O)(=O)c1ccccc1-2
u	CCN1CCN(c2ncc3c(n2)CCN(Cc2ccc(C)s2)C3)CC1
-9%[46 µM]	COc1ccc(CNC(=O)c2c(Nc3ccccc3C)sc(C(=O)c3ccccc3)c2N)cc1

Given tab-delimited: part of the list above
molecule	LMNA splice mod
O=C(CSc1nc2c([nH]c3ccccc32)c(=O)n1-c1ccc(Cl)cc1)N1CCCCCC1	u
CCN(CC)C(=O)Cn1c(SCC(=O)Nc2ccc(C)c(C)c2)nc2ccccc21	u
COc1ccc(S(=O)(=O)NCCS(=O)(=O)N2CCN(c3ccccc3)CC2)cc1C	5%[46 µM]
Cc1ccc(-c2nc(C)c(CCNC(=O)C(=O)Nc3cc(C)ccc3C)s2)cc1	17%[46 µM]
COc1ccc(S(=O)(=O)c2c(O)c3ccc(C(=O)Nc4ccccc4)cc3[nH]c2=O)cc1	u
O=C(c1ccc2c(c1)N(Cc1cccc(Cl)c1)C(=O)c1ccccc1S2(=O)=O)N1CCCCC1	-13%[46 µM]
CC1CCN(C(=O)c2cnn(-c3cccc(Cl)c3)c2C2CCN(C(=O)OC(C)(C)C)CC2)CC1	-2%[46 µM]
COc1ccc(CCNC(=O)c2nc(-c3ccc(Cl)cc3)n3c2CCCCC3)c(OC)c1	-13%[46 µM]
Cc1ccc(S(=O)(=O)c2cn(Cc3ccccc3)c3cc(N4CCCC4)c(F)cc3c2=O)cc1C	12%[46 µM]
COc1ccc(NC(=O)CCS(=O)(=O)c2cc(Br)cc3c2N(C(C)=O)CC3)c(OC)c1	6%[46 µM]
COc1ccc(C)cc1NC(=O)c1cc(S(=O)(=O)NC2CCCCCC2)ccc1F	-10%[46 µM]
CCc1ccc(S(=O)(=O)c2cn(C)c3cc(N4CCC(C)CC4)c(F)cc3c2=O)cc1	u
CCN(CC)CCCNC(=O)c1nn(C)c2c1CS(=O)(=O)c1ccccc1-2	u
CCN1CCN(c2ncc3c(n2)CCN(Cc2ccc(C)s2)C3)CC1	u

Following part:
LMNA splice mod	compound
u	COc1cccc(CNC(=O)c2cc3c(=O)n(Cc4cccnc4)ccc3nc2C)c1
6%[46 µM]	O=C(Nc1ccc(Cl)c(C(F)(F)F)c1)c1nc2ccccc2nc1N1CCCCC1
-2%[46 µM]	Cc1ccc(S(=O)(=O)NCCc2cn3ccsc3n2)cc1
15%[46 µM]	COc1cccc(CNC(=O)CCNS(=O)(=O)c2ccc3c(c2)CCCC(=O)N3)c1
10%[46 µM]	CCOc1ccc(CNC(=O)CCC(=O)N2Cc3ccccc3Oc3ncccc32)cc1
1%[46 µM]	Cc1cccc(NC(=O)C2CCN(S(=O)(=O)c3ccc4c(c3)CCCC(=O)N4)CC2)c1
-6%[46 µM]	Cc1c(Cl)cccc1NC(=O)C(=O)NCCc1csc(-c2cccc(F)c2)n1
15%[46 µM]	Cc1cc(C)cc(N2C(=O)CS(=O)(=O)C23C(=O)N(Cc2ccccc2)c2ccccc23)c1 (stereo unspecified)
12%[46 µM]	CCOC(=O)CCNC(=O)N1CCN(S(=O)(=O)c2ccc3c(ccn3C)c2)CC1
-7%[46 µM]	Cc1ccc(NC(=O)CCCc2nc(-c3ccco3)no2)cc1Cl
u	CCOC(=O)C1CCN(c2ncnc3c2c(-c2ccccc2)cn3-c2ccc(Cl)cc2)CC1
u	Cc1ccc(CNC(=O)c2ccc(CS(=O)(=O)Cc3ccc(C)cc3)o2)cc1
6%[46 µM]	CN1CCN(C(=O)c2cnn(-c3cccc(F)c3)c2C2CCN(C(=O)OC(C)(C)C)CC2)CC1
8%[46 µM]	COc1ccccc1NC(=O)c1nn(C)c2c1CS(=O)(=O)c1ccccc1-2
31%[46 µM]	Cc1ccc(Cl)cc1NC(=O)c1csnn1
7%[46 µM]	CCCCN(C)CCNC(=O)CN1C(=O)CSc2ccc(S(=O)(=O)N3CCCCC3)cc21
u	CCCN1CCN(c2ncnc3sc(C(=O)Nc4c(C)cc(C)cc4C)c(C)c23)CC1
1%[46 µM]	Cc1cc2[nH]c(=O)c(=O)[nH]c2cc1S(=O)(=O)N1CCN(c2cccc(C(F)(F)F)c2)CC1
u	CC1CCC(N2CC(=O)N(C3CCCCC3)C(c3ccc(Cl)cc3)C2=O)CC1 (stereo unspecified)
u	CCc1ccc(NC(=O)CN2CCN(C3CCCCC3)C(=O)C2=O)cc1
-3%[46 µM]	Cc1ccc(N2CC(NC(=O)C3CCCC3)CC2=O)cc1C (stereo unspecified)
0%[46 µM]	CCc1ccc(CNC(=O)c2ccc3c(c2)nc2n3CCCCC2)cc1
u	O=C(Nc1nc(-c2ccc(Br)cc2)ns1)c1ccc(F)cc1
11%[46 µM]	Cc1cc(Br)ccc1NC(=O)c1c(C)oc2ncnc(N3CCCCC3)c12
u	COc1cccc(-n2ccnc2SCC(=O)Nc2c(C)cc(C)cc2C)c1
u	O=S(=O)(Nc1cccc(F)c1)c1ccc2[nH]c3c(c2c1)CCCCC3
14%[46 µM]	Cc1ccc(NC(=O)c2cnc(N3CCCCC3)c3ccccc23)c(C)c1
-19%[46 µM]	CCc1nc(Oc2cccc(F)c2)c2oc3ccccc3c2n1
2%[46 µM]	CCCCOC(=O)c1ccc(Nc2ncnc3[nH]ncc23)cc1
-3%[46 µM]	CCCc1cc(=O)[nH]c(SCc2nc(-c3ccccc3F)no2)n1
-4%[46 µM]	CCCCOc1ccc(CNC(=O)C2COc3ccc(OC)cc3C2)cc1 (stereo unspecified)
u	CC(C)c1nc2ccc(C(=O)NCc3ccc(F)cc3)cc2o1
4%[46 µM]	CCOC(=O)c1scc(-c2ccc(C)cc2)c1S(=O)(=O)N1CCN(c2ccccc2F)CC1
16%[46 µM]	O=C(NCc1ccccc1F)C(=O)NCC(c1ccco1)S(=O)(=O)c1cccs1 (stereo unspecified)
-6%[46 µM]	COc1ccc(S(=O)(=O)n2nc(-c3ccco3)nc2NCc2ccc(OC)c(OC)c2)cc1
6%[46 µM]	COc1ccc(NC(=O)Cn2c(=O)nc(-c3ccccc3)c3ccccc32)cc1OC
u	O=C(COc1ccccc1)Nc1nnc(S(=O)(=O)N2CCCCCC2)s1
12%[46 µM]	O=C1CC(=O)Nc2cc(S(=O)(=O)N3CCOc4ccccc43)ccc2N1
1%[46 µM]	CCOC(=O)c1c(C)[nH]c(C)c1S(=O)(=O)N1CCCC(C(=O)N2CCN(c3ccccc3)CC2)C1 (stereo unspecified)
2%[46 µM]	Oc1c(C(c2cccc(Cl)c2)N2CCOCC2)sc2nc(-c3ccco3)nn12 (stereo unspecified)
u	CCOCCCNC(=O)c1ccc(-n2c(-c3ccccc3)cc3c2CCCC3)cc1
9%[46 µM]	Cc1ccc2scc(N3CCC(C)CC3)c(=O)c2c1
u	COc1cccc(CNC(=O)Cc2csc3nc(-c4ccccc4)cn23)c1
u	COc1cccc(N2CCN(C(=O)c3nc(-c4ccc(Cl)cc4)n4c3CCCCC4)CC2)c1
-22%[46 µM]	CCOc1ccc(CNC(=O)CN2C(=O)CCn3nc(-c4cn(C)c5ccccc45)cc32)cc1OC
u	Cc1ccc(N2CCN(C(=O)C3CCN(c4ncnc5c4nc4n5CCCCC4)CC3)CC2)c(C)c1
u	Cc1oc(-c2cccc(Cl)c2)nc1Cn1c(SCc2ccc(F)cc2)nc2cccnc21
-1%[46 µM]	Cc1c(Cl)cccc1-n1ncc(C(=O)Nc2ccc(F)cc2F)c1C1CCN(C(=O)OC(C)(C)C)CC1
-23%[46 µM]	COc1ccccc1-n1c(=O)c2c3c(sc2n(Cc2ccccc2F)c1=O)CN(C(C)=O)CC3
-22%[46 µM]	O=C(CSCc1ccc(F)cc1)N1CCc2c([nH]c3ccccc23)C1c1ccc(Cl)cc1 (stereo unspecified)
12%[46 µM]	COc1ccc(C(=O)OCc2cc(=O)n3nc(C4CC4)sc3n2)cc1OC
u	O=C(Nc1ccc2c(c1)CCCN2C(=O)c1cccs1)c1ccccc1C(F)(F)F
-6%[46 µM]	CSc1cccc(NC(=O)Nc2ccccc2OCc2cc(=O)n3cc(C)ccc3n2)c1
-5%[46 µM]	O=C(CSc1nc(=O)[nH]c2c1CCCC2)NCc1ccccc1
u	Cc1ccc(-n2ncc3c(NC4CCCCC4)ncnc32)cc1Cl
-2%[46 µM]	COc1cc(NC(=O)c2c3c(nc4ccccc24)C(=O)N(C2CCCCC2)C3)cc(OC)c1
-2%[46 µM]	COCCCNC(=O)c1cnc2sc(N3CCCCCC3)nn2c1=O
